Compound activity: PubChem BioAssay, several laboratories
MrgX1 antag – human MrgX1 receptor antagonism, primary screen | Q96LB2 | MRGX1-HEK293 calcium flux, Fluo-4, BAM8-22 antagonism; hits give low values | B-score at 10 µM | actives 1.3% (n = 310,000) | AID 588676;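 active = calcium-response B-score plate-corrected more than 3 library SD below zero, starting fluorescence within 5 deviations, no agonist response on first addition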;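 note: peak minus trough fluorescence over baseline after final BAM8-22 challenge near maximal dose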
PolyA inh – inhibitors of polyadenylation in S. cerevisiae. S. cerevisiae SKY197-pL101 polyadenylation reporter, beta-gal luminescence; efflux-impaired pdr1/pdr3 knockout yeast; score 100 = 6 SD above DMSO. calls only at 12 µM. actives 0.02% (n = 300,000);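 active = lowest replicate activity score at least 50, where 100 means six control SD above control mean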;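 note: yeast exposed to compound for 9 h at 30 °C; higher score means more reporter readthrough which indicates perturbed polyadenylation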
TRPC4 potent – TRPC4 (mouse) allosteric potentiation. B-score at 10 µM. Q9QUQ5. HEK293 TRPC4beta/mu-opioid, DAMGO EC20, Fluo-4 Ca2+ flux; hits give high values. actives 0.42% (n = 310,000);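 active = B-score of calcium response area above 5 SD of library B-scores, with initial fluorescence ratio within 5 SD of library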;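 note: B-score of integrated fluorescence ratio over time as area under calcium response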
TRPC6 act – activates the mouse TRPC6 cation channel; HEK293-TRPC6 membrane potential dye fluorescence; hits give high values; B-score at 10 µM; actives 0.13% (n = 310,000); AID 2550;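 active = B-score of the integrated fluorescence ratio above library mean plus 3 SD, and starting fluorescence ratio within library mean plus 5 SD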;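 note: higher score means more depolarization so channel activation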
Target sequence (Q61143 whole entry, looked up): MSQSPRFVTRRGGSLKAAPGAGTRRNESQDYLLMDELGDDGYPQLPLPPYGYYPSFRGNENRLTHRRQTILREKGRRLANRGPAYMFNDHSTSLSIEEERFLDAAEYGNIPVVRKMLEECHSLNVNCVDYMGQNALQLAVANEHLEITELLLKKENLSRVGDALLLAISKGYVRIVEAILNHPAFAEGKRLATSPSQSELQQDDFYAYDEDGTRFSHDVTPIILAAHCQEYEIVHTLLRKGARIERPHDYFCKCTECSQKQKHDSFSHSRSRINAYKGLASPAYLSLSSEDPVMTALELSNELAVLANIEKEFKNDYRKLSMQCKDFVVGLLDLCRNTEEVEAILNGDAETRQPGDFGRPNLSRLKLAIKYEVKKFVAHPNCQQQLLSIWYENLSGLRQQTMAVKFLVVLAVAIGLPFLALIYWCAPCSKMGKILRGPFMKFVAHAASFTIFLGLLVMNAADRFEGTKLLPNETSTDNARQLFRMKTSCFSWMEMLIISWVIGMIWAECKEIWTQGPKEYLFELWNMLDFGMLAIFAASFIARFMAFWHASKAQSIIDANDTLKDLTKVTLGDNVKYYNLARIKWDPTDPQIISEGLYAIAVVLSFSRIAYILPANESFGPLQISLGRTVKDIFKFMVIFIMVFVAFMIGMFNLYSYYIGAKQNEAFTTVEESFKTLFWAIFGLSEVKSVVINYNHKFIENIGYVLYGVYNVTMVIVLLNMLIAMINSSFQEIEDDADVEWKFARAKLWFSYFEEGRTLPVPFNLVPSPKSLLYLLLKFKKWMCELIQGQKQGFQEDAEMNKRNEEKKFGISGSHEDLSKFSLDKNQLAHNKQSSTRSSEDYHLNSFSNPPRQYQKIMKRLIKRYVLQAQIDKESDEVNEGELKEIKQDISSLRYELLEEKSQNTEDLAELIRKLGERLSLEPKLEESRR
TRPC6 inhibitor – mouse TRPC6 channel inhibition; HEK293-TRPC6, membrane potential dye, ACh-evoked depolarization; hits give low values; B-score at 10 µM; actives 1.1% (n = 310,000); Q61143; AID 2553;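 active = B-score under library mean minus 3 SD, initial fluorescence not abnormally high, positive integrated signal ratio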;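 note: B-score derived from integrated fluorescence ratio over the kinetic read; more negative B-score means stronger inhibition of depolarization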
HIF act – HIF pathway transcriptional activation; U2OS HRE-luciferase reporter, luminescence; normalized: DMSO 0%, desferrioxamine 100%; activation, % at 7.5 µM (by protocol); actives 0.32% (n = 300,000); AID 1910;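 active = mean activation of at least 10% of the iron chelator positive control signal, with at least half of replicates also reaching 10%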
AI-2 QS mod – modulators of Vibrio harveyi AI-2 quorum sensing system | Vibrio harveyi JMH597 AI-2 luminescence/OD600 ratio, 9 h; hits give low values; strain lacks LuxN and CqsS sensors; 0 = neutral-control median | activity change, % at 7.5 µM | actives 0.4% (n = 300,000) | AID 2094; in the data active = activity change below about -75%, passing the limit was not always enough;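 note: luminescence divided by OD600 gain over 9 h not by final OD600 alone; inactives centre near 13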
TRPC4 inh – inhibitors of mouse TRPC4 channel | Q9QUQ5 | HEK293 TRPC4beta/mu-opioid, DAMGO-evoked Fluo4 calcium flux; hits give low values | B-score at 10 µM | actives 0.39% (n = 300,000);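 active = B-score over 3 SD under the library average, no early fluorescence shift, positive overall ratio signal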
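Material: HEK293 cells with stable TRPC4beta plus mu-opioid receptor expression; probe or stimulus: DAMGO in two steps, submaximal then maximal; technique: Fluo4 calcium fluorescence by kinetic imaging, 5 s 1 Hz baseline; measure: integrated fluorescence ratio relative to baseline, converted to per-well B score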
TRPC4 agonist – opens the mouse TRPC4 cation channel. B-score at 10 µM. actives 0.49% (n = 310,000). HEK293 TRPC4beta/mu-opioid, Fluo4 calcium fluorescence; hits give high values. AID 2237. Q9QUQ5;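 active = B-score above 5 SD of library B-scores, and initial fluorescence ratio not above library mean plus 5 SD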;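 note: positive B-score marks a calcium rise read as TRPC4 activation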
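Incubation: 45 min room-temperature Fluo4 loading, 110 s read / System: HEK293 cells stably co-expressing mouse TRPC4beta and mu-opioid receptor / Signal: Fluo4 fluorescence, kinetic / Control set: buffer (low) and maximal DAMGO (high) / Measure: integrated baseline-normalised fluorescence ratio, converted to per-well B score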
MrgX1 ag – agonists of human MrgX1 receptor; AID 588627; actives 0.44% (n = 310,000); B-score at 10 µM; MrgX1-HEK293 cells, Fluo-4 calcium fluorescence, agonist mode; hits give high values;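 active = calcium response B-score plate-corrected fluorescence ratio at least 3 library SD, with starting fluorescence B-score inside 5 SD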
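Assay system: stable human MrgX1 HEK293 cell line. Quantity: 15,000 cells per well. Schedule: cells plated overnight, dye loaded 0.5 h 37 °C, 0.5 h room temperature. Detection: Fluo-4 NW calcium-flux fluorescence, kinetic read. Read-out basis: peak-minus-minimum fluorescence over baseline, converted to B scores. Control set: positive and negative control wells on each plate.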
MrgX1 allo act – allosterically activates human MrgX1 receptor signaling; MrgX1-HEK293, Fluo-4 calcium flux, FDSS; hits give high values; B-score at 10 µM; actives 0.63% (n = 310,000); Q96LB2;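 active = plate-corrected calcium response at least 3 library SD above typical, normal starting fluorescence, not activating the receptor alone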;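 note: compound read alongside a low EC10 to EC30 dose of BAM8-22 agonist; peak minus trough fluorescence over baseline measured at the second addition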
Active calls of the source: *; i = inactive; / = no result given. This is a subset; the hit share may differ from the screen's.

Below each compound: MrgX1 ag, MrgX1 allo act, AI-2 QS mod, TRPC6 inhibitor, PolyA inh, HIF act, TRPC4 potent, TRPC4 agonist, MrgX1 antag, TRPC6 act, TRPC4 inh
CCCNc1c(NS(=O)(=O)c2cccs2)c(=O)oc2ccccc12
  i, i, 16, i, i, 0.0, i, i, i, i, i
CCn1cc(C(=O)NCCc2ccc(OC)cc2)c(=O)c2ccc(C)nc21
  i, i, 50, i, i, -0.2, i, i, i, i, i
Cc1cc(=O)oc2cc(OCC(=O)Nc3cccc(S(=O)(=O)N(C)C)c3)ccc12
  i, i, 35, i, i, 0.1, i, i, i, i, i
CN1CCN(c2ccc([N+](=O)[O-])c(-n3nc(-c4ccccc4)c4ccccc4c3=O)c2)CC1
  i, i, 36, i, i, -33, i, i, i, i, i
CCOC(=O)C1=C(CC)Nc2ccccc2N=C1NC(=O)CCN1C(=O)C2CCCCC2C1=O (configuration not stated)
  i, i, 24, i, i, 0.1, i, i, i, i, i
Cc1cccn2c(=O)c(/C=C(\C#N)C(N)=O)c(N3CCN(c4cccc(Cl)c4)CC3)nc12
  i, i, 15, i, i, -2.7, i, i, i, i, i
Cc1cc(C)c(OCC(=O)Nc2ccc(S(=O)(=O)N3CCCC3)cc2)c(C)c1
  i, i, 22, i, i, 0.0, i, i, i, i, i
COc1cccc(OC)c1NC(=O)Cn1nc(-c2ccc3c(c2)OCCO3)ccc1=O
  i, i, 14, i, i, -0.1, i, i, i, i, i
CCCCNC(=O)Cn1cnc2sc(C(=O)OCC)c(C)c2c1=O
  i, i, 24, i, i, -27, i, i, i, i, i
O=C(O)c1cc(S(=O)(=O)N2CCCCCC2)ccc1Cl
  i, i, 8, i, /, 0.0, i, i, i, i, i
CC1CC1C(=O)OCC(=O)Nc1ccc(N=Nc2ccccc2)cc1 (configuration not stated)
  i, i, 36, i, i, 1.8, i, i, i, i, i
O=C(Nc1ccc([N+](=O)[O-])cc1)c1ccc(S(=O)(=O)N2CCCC2)cc1
  i, i, 22, i, i, 0.3, i, i, i, i, i
CN(C)C(=O)c1ccc(Nc2nnc(-c3ccc(O)cc3)c3ccccc23)cc1
  i, i, 1, i, i, -1.0, i, 60*, i, i, i
O=C(NNC(=S)Nc1cccc(Cl)c1)c1ccccc1
  i, i, 13, i, i, 3.1, i, i, i, i, i
Cc1ccc(C(=O)CSc2nc3ccccc3c(=O)n2N)o1
  i, i, 0, i, i, -1.0, i, i, i, i, i
CCOc1ccc(OCC(=O)OCC(=O)NNC(=O)c2ccc([N+](=O)[O-])cc2)cc1
  i, i, -4, i, i, 0.8, i, i, i, i, i
O=C(COC(=O)C1=Cc2ccccc2OC1)NC1CCCC1
  i, i, 3, i, i, -0.4, i, i, i, i, i
CC1CN(C(=O)/C(C#N)=C2\N=C(NC(=O)c3ccc(F)cc3)c3ccccc32)CC(C)O1 (configuration not stated)
  i, i, 18, i, i, -0.1, i, i, i, i, i
COCc1[nH]nc2c1C(c1ccc(OC)c(OC)c1)C(C#N)=C(N)O2 (configuration not stated)
  i, i, 17, i, i, -0.7, i, i, i, i, i
O=C(COC(=O)C1CC2C=CC1C2)Nc1cccc(S(=O)(=O)N2CCCCCC2)c1 (configuration not stated)
  i, i, 25, i, i, -0.9, i, i, i, i, i

Grouped by structure, the compounds so far containing a Cl atom
Below each compound: MrgX1 ag, MrgX1 allo act, AI-2 QS mod, TRPC6 inhibitor, PolyA inh, HIF act, TRPC4 potent, TRPC4 agonist, MrgX1 antag, TRPC6 act, TRPC4 inh
Cc1cccn2c(=O)c(/C=C(\C#N)C(N)=O)c(N3CCN(c4cccc(Cl)c4)CC3)nc12
  i, i, 15, i, i, -2.7, i, i, i, i, i
O=C(O)c1cc(S(=O)(=O)N2CCCCCC2)ccc1Cl
  i, i, 8, i, /, 0.0, i, i, i, i, i
O=C(NNC(=S)Nc1cccc(Cl)c1)c1ccccc1
  i, i, 13, i, i, 3.1, i, i, i, i, i

The list goes on:
Below each compound: MrgX1 ag, MrgX1 allo act, AI-2 QS mod, TRPC6 inhibitor, PolyA inh, HIF act, TRPC4 potent, TRPC4 agonist, MrgX1 antag, TRPC6 act, TRPC4 inh
CCC(=O)c1cn([C@H](CCC(OC)OC)CC(=O)OC(C)(C)C)cc1CC
  i, i, 3, i, i, 0.3, i, i, i, i, i
NC(=O)C1CCN(C2CC(=O)N(c3ccc(F)c(Cl)c3)C2=O)CC1 (configuration not stated)
  i, i, 30, i, i, -0.3, i, i, i, i, i
O=C(Nc1cccnc1Cl)c1ccc(S(=O)(=O)N2CCCCCC2)cc1
  i, i, 7, i, i, -0.4, i, i, i, i, i
Cc1nonc1NC(=O)CSc1nc2ccccc2o1
  i, i, 10, i, i, -0.3, i, i, i, i, i
CC(=O)c1sc2nsc(SCCN3CCCC3)c2c1N
  i, i, 35, -5.2*, i, -0.2, i, i, i, i, i
Cc1ccc(SCc2noc(-c3c(C)noc3C)n2)cc1
  i, i, -2, i, i, 0.4, i, i, i, i, i
C(=N\N1CCN(c2ccccn2)CC1)/c1cccc2ccccc12
  i, i, 32, i, i, 1.0, i, i, i, i, i
Cc1ccc(S(=O)(=O)Nc2ccc3ccccc3n2)cc1
  i, i, 33, i, i, 0.1, i, i, i, i, i
CCCCn1c(N)c(N(CCOC)C(=O)CC(NC(=O)c2ccccc2)c2ccccc2)c(=O)[nH]c1=O (configuration not stated)
  i, i, 25, i, i, 0.2, i, i, i, i, i
O=S(=O)(c1cc(Br)ccc1Br)N1CCCCCC1
  i, i, 3, i, i, -4.2, i, i, i, i, i
Cc1c(CCC(=O)N[C@@H](CC(C)C)C(=O)O)c(=O)oc2cc3oc4c(c3cc12)CCCC4
  i, 14*, 17, i, i, -1.6, i, i, i, i, i
Cc1onc(-c2c(F)cccc2Cl)c1C(=O)NCCc1ccc(S(N)(=O)=O)cc1
  i, i, 31, i, i, 0.2, i, i, i, i, i
CN1C(=O)NC(c2ccccc2)C2=C1CN(c1cccc(C(F)(F)F)c1)C2=O (configuration not stated)
  i, i, 13, i, i, -0.3, i, i, i, i, i
Cc1cc(OCC(=O)N(C)Cc2ccccc2)cc(C)c1Cl
  i, i, -8, i, i, 3.3, i, i, i, i, i
COc1c(C)cc(C(=O)C2CCCN(C(=O)CCc3scnc3C)C2)cc1C (configuration not stated)
  i, i, 17, i, i, -0.4, i, i, i, i, i
CCOC(=O)c1ccc(NC(=S)N2CCN(CCN=CC3=C(O)CC(c4ccccc4)CC3=O)CC2)cc1 (configuration not stated)
  i, i, 9, i, i, -1.3, i, i, i, i, i
CCOC(=O)c1c(NC(=S)NC(=O)c2ccco2)sc2c1CCCC2
  i, i, 22, i, i, 0.4, i, i, i, i, i
CC(=O)c1cccc(NS(=O)(=O)N2CCOCC2)c1
  i, i, 6, i, i, -0.7, i, i, i, i, i
COc1cc(C(Nc2ccccn2)c2ccc3ccc(C)nc3c2O)cc(OC)c1O (configuration not stated)
  i, i, 52, i, i, 6.0, i, i, i, i, i
CCCCN(C(=O)C1CC(=O)N(CCc2ccc(OC)c(OC)c2)C1)c1c(N)n(CCCC)c(=O)[nH]c1=O (configuration not stated)
  i, i, 8, i, i, -0.3, i, i, i, i, i

Brought forward from above: two compounds, then new ones.
Below each compound: MrgX1 ag, MrgX1 allo act, AI-2 QS mod, TRPC6 inhibitor, PolyA inh, HIF act, TRPC4 potent, TRPC4 agonist, MrgX1 antag, TRPC6 act, TRPC4 inh
COc1cc(C(Nc2ccccn2)c2ccc3ccc(C)nc3c2O)cc(OC)c1O (configuration not stated)
  i, i, 52, i, i, 6.0, i, i, i, i, i
CCCCN(C(=O)C1CC(=O)N(CCc2ccc(OC)c(OC)c2)C1)c1c(N)n(CCCC)c(=O)[nH]c1=O (configuration not stated)
  i, i, 8, i, i, -0.3, i, i, i, i, i
O=C(O)CCCNC(=O)OCc1ccccc1
  i, i, 28, i, i, -0.2, i, i, i, i, i
O=C(Nc1nccs1)C1CC(=O)N(c2ccccc2Cl)C1 (configuration not stated)
  i, i, 28, i, i, 0.5, i, i, i, i, i
COc1ccc(CN(C(=O)CCC(=O)Nc2cc(C)on2)C(C(=O)NC(C)(C)C)c2cccc(OC)c2OC)cc1 (configuration not stated)
  i, i, -3, i, i, -0.4, i, i, i, i, i
COc1ccc(/C=C(\C#N)C(=O)NCc2ccccc2)cc1
  i, i, 11, i, i, 0.1, i, i, i, i, i
Cc1ccc(-c2ccc(/C=N/NC(=S)Nc3ccccc3)o2)cc1[N+](=O)[O-]
  i, i, 33, i, i, -0.1, i, i, i, i, i
S=C(NCc1ccncc1)Nc1ccc(Br)cc1Cl
  i, i, 18, i, i, -0.2, i, i, -6.3*, i, i
COCC(C)n1c(SCc2nc3ccccc3c(=O)[nH]2)nc2ccccc2c1=O (configuration not stated)
  i, i, 4, i, i, -0.2, i, i, i, i, i
CCOC(=O)Cn1c(=O)oc2cc(S(=O)(=O)NC(C)(C)CC)ccc21
  i, i, 5, i, i, -0.5, i, i, i, i, i
Cc1c(C)c2ccc(OCC(=O)N(C)C)c(C)c2oc1=O
  i, i, 7, i, i, 0.5, i, i, i, i, i
Cc1ncsc1CCOC(=O)c1ccc(Cl)cc1
  i, i, 16, i, i, 0.4, i, i, i, i, i
Cc1ccc(OP(=O)(Nc2c(C)n(C)n(-c3ccccc3)c2=O)Oc2ccc(C)cc2)cc1
  i, i, 6, i, i, -0.1, i, i, i, i, i
CCOC(=O)C1CCCCN1Cc1cn(C)nc1-c1ccccc1F (configuration not stated)
  i, i, 29, i, i, -0.3, i, i, i, i, i
O=C(CCl)Nc1sccc1C(=O)c1ccccc1
  i, i, 1, i, i, -1.5, i, i, i, i, i
COc1cccc(-c2csc3nc[nH]c(=O)c23)c1
  i, i, 28, i, i, -1.0, i, i, i, i, i
Cc1ccc(C)c(OCc2cc(C(=O)N3CCc4sccc4C3)no2)c1
  i, i, 26, i, i, -0.4, i, i, i, i, i
